Source: PubChem
MKP-3 inhibition: MKP-3 phosphatase inhibitors, primary screen, biochemical, rat enzyme, in vitro (AID 425). Dual specificity protein phosphatase 6 (Rattus norvegicus). recombinant MKP-3 phosphatase activity, fluorescence; higher % means a stronger effect. inhibition, % at 20 µM; hits with a dose series show IC50 in µM. hit rate 0.17% among 110,000; in the data active means inhibition above about 50%;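 further: plate controls were vehicle for no effect and reference inhibitor for full effect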
Hsp70 displacement: Hsp70 inhibitors, probe displacement, primary screen, biochemical, fluorescence polarization (AID 583). Heat shock 70 kDa protein 1A (Homo sapiens). Hsp70 fluorescence polarization probe displacement, mP; higher % means a stronger effect. displacement, % at 20 µM; hits with a dose series show IC50 in µM. hit rate 0.06% among 140,000; in the data active means displacement above about 50%;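 further: plate controls were vehicle for no effect and reference ligand for full effect; a part of the inactive calls stands beside numbers as strong as those of hits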
Starred values were filed as active, the others as inactive; nt = not tested or not shown; & = joins results of further samples. Only part of the results is shown (hit frequency here may not be typical).

entry	SMILES	MKP-3 inhibition	Hsp70 displacement
1	Cc1nn(-c2ncc(C(F)(F)F)cc2Cl)c(=O)n1-c1cccc(Cl)c1	nt	20.9%
2	C/C(=N\NC(=O)c1n[nH]c2c1CCC2)c1ccc(N)cc1	0.2%	0.2%
3	CCC(CC)NCc1ccc2c(c1)c1ccccc1n2CC	-0.9%	-2.4%
4	COc1ccc(Nc2ncnc3ccc(C)cc23)cc1	4.2%	-5.6%
5	CCCOc1ccc(C2NC(=O)NC(c3ccccc3)=C2C(C)=O)cc1OCC (stereo not given)	nt	1.4%
6	CCC(=O)NCc1cc(-c2nn(C)c(=O)c3ccccc23)ccc1C	nt	0.4%
7	CCN(CC)CCCN1C(=O)C(=O)/C(=C(/O)c2ccc(Cl)cc2)C1c1ccccn1 (stereo not given)	-1.4%	5.8%
8	Oc1ccc(C2N=C(c3ccccc3)NC(c3ccccc3)=N2)cc1	nt	11.5%
9	Cc1ccc(-c2nnc(-c3ccc4c(c3)OCO4)o2)cc1	0.1%	-0.4%
10	C=CCN(C(=O)CSc1nc2[nH]ncc2c(=O)n1-c1ccccc1OC)c1ccccc1	3.9%	-0.2%
11	COC(=O)c1cc(NC(=O)c2ccc(OC)cc2)cc(C(=O)OC)c1	-2.7%	3.6%
12	CN1CCCC(OC(=O)CCCC(=O)OC2CCCN(C)C2)C1 (stereo not given)	-2.4%	-2.9%
13	COc1ccccc1S(=O)(=O)Cc1ccc(C(=O)NCc2cccs2)o1	-11.5%	5.0%
14	CCCCc1c(O)nc(SCCN(C)C)n(-c2ccccc2)c1=O	-7.7%	2.9%
15	CC(=O)N1CCc2cc(S(=O)(=O)CCC(=O)Nc3c(C)n(C)n(-c4ccccc4)c3=O)ccc21	6.6%	-2.3%
16	CC(=NC1CCN(Cc2ccccc2)CC1)c1c(O)[nH]c(=O)[nH]c1=O	-10.2%	0.9%
17	Cc1ccc(C(=O)Nc2ccc(NC(=O)c3ccccc3)cc2)cc1S(=O)(=O)N1CCCCC1	-1.2%	-0.3%
18	COc1ccc(Nc2nc3c(c(=O)n(C)c(=O)n3C)n2CCO)cc1	3.7%	11.4%
19	Cn1c(SCC(=O)c2ccccc2F)nnc1C1CC1	-10.7%	0.6%
20	O=[N+]([O-])c1cccc(-c2nnc(-c3cccc(S(=O)(=O)N4CCOCC4)c3)o2)c1	3.9%	3.6%
21	COc1ccc(-n2c(C)nc3c(cnn3-c3ccccc3)c2=O)cc1	-12.4%	10.0%
22	Cc1cc(Cl)ccc1OCC(=O)N1CCN(c2ccccc2)CC1	-0.1%	7.2%
23	CCn1c(NCc2ccc3c(c2)OCO3)nc2ccccc21	nt	-0.5%
24	O=C(N/N=C/C=C/c1ccccc1)c1cnccn1	nt	0.8%
25	COC(=O)c1ccccc1NC(=O)c1cc(=O)[nH]c2ccccc12	2.0%	-1.4%
26	COc1nc2ccc(C)cc2cc1-c1noc(-c2cccnc2)n1	-1.5%	7.0%
27	CCCc1nnc(SCC(=O)N2C(C)CCCC2C)n1CCCOC (stereo not given)	nt	-0.5%
28	O=C(Nc1ccccc1C(=O)NC(Cc1c[nH]c2ccccc12)C(=O)O)c1ccco1 (stereo not given)	-16.0%&-4.1%	-5.3%&3.5%
29	Cn1c(=O)c2c(SCC(=O)c3ccccc3)nc(C3CC3)nc2n(C)c1=O	-5.6%	0.8%
30	Cc1c(NC(=O)C2CCCN2S(=O)(=O)c2ccccc2)c(=O)n(-c2ccccc2)n1C (stereo not given)	-9.2%	-3.6%

A second format for two compounds above.
25) COC(=O)c1ccccc1NC(=O)c1cc(=O)[nH]c2ccccc12
  MKP-3 inhibition = 2.0% | Hsp70 displacement = -1.4%
26) COc1nc2ccc(C)cc2cc1-c1noc(-c2cccnc2)n1
  MKP-3 inhibition = -1.5% | Hsp70 displacement = 7.0%

The list goes on.
entry	SMILES	MKP-3 inhibition	Hsp70 displacement
31	CC(C)C(C(=O)Nc1ccc2c(c1)OCO2)N1C(=O)c2ccccc2C1=O (stereo not given)	-12.4%	5.2%
32	Cc1ccc(NC(=O)C2CCN(S(C)(=O)=O)CC2)cc1	nt	-2.4%
33	COC(=O)C1CCN(C(=O)c2ccc(Cl)c(S(=O)(=O)NCc3cccnc3)c2)CC1	-8.1%	-5.0%
34	O=C1COc2ccc(C(=O)CSc3nnc(-c4cccs4)n3Cc3ccccc3)cc2N1	-1.4%	0.0%
35	CCOc1ccc(/C=C(/NC(=O)c2ccc(C)cc2)C(=O)NCCO)cc1	0.4%	5.1%
36	O=C(O)C(CCCCN1C(=O)C2C3C=CC(C3)C2C1=O)N1C(=O)C2C3C=CC(C3)C2C1=O (stereo not given)	-13.1%	4.2%
37	COCCN(C(=O)Cn1nnc2ccccc21)C(C(=O)NC1CCCC1)c1ccc(OC)cc1OC (stereo not given)	nt	-2.8%
38	C/C(Cl)=C/CSc1nc2c(c(=O)[nH]c(=O)n2C)n1C(C)C	-0.4%	-3.6%
39	CCOC(=O)C1CCN(C(=O)CN(c2cccc(OC)c2)S(=O)(=O)c2ccccc2)CC1	-11.6%	-0.2%
40	COc1cccc(-n2c(O)c(C(c3ccccn3)c3c(O)n(-c4cccc(OC)c4)c(=O)[nH]c3=O)c(=O)[nH]c2=O)c1	2.3%	1.2%
41	CCc1ccc(S(=O)(=O)NC(CC(=O)O)c2ccccc2)cc1 (stereo not given)	-6.3%	10.2%
42	O=C(Nc1ccc(N2CCOCC2)c(Cl)c1)c1cc(F)c(F)cc1Cl	nt	-1.4%
43	C(=N\Nc1nn[nH]n1)/c1ccc2c(c1)OCO2	-0.7%	-0.2%
44	COc1cc(OC)cc(-n2nc(C(=O)N3CC(C)CC(C)C3)c3ccccc3c2=O)c1 (stereo not given)	nt	3.8%
45	COc1ccc(C2NC(=S)NC(C)=C2C(=O)Nc2ccccc2)c(OC)c1 (stereo not given)	1.7%	0.5%
46	COc1ccc(-c2nnn(CCc3nn[nH]n3)n2)cc1OC	-9.8%	-0.8%
47	CC(C)CC(NC(=O)C1CCC(C)CC1)C(=O)Nc1ccccn1 (stereo not given)	2.2%	-1.5%
48	CN(C)c1ccc(CN2CCCCCC2)cc1	-17.1%	-1.9%
49	O=C1CCc2cc(S(=O)(=O)NC(Cc3ccccc3)C(=O)NC3CCCC3)ccc2N1 (stereo not given)	-13.8%	nt
50	COc1cccc(C(=O)N(CN2CCCC2=O)c2cccc(Cl)c2)c1	7.9%	6.3%
51	CC1=Nn2c(nnc2-c2ccccc2Cl)SC1	-5.4%	4.8%
52	O=C(c1ccc(F)cc1)N1CCN(c2ccc(Cl)cc2)CC1	4.4%	-0.7%
53	COc1ccccc1C(=O)N=Nc1c(O)n(C)c2ccccc12	13.1%	-0.8%
54	Cc1cccnc1N(C(=O)Nc1ccccc1)C1=NCC(C)(C)S1	-10.4%	0.6%
55	O=C(Oc1ccc(OC(=O)N2CCOCC2)cc1)c1ccccc1	7.5%	0.2%
56	CC1=C(C(=O)OCc2ccccc2)C(c2ccoc2)C(C#N)=C(N)O1 (stereo not given)	-9.5%	0.6%
57	COc1ccc(C2/C(=C(\O)c3ccc(Cl)cc3)C(=O)C(=O)N2c2cccnc2)cc1 (stereo not given)	2.9%	3.0%
58	COc1ccc(C(C(=O)OCCN(C)C)c2ccccc2)cc1 (stereo not given)	1.5%	15.0%
59	COc1ccccc1NC(=O)N(Cc1ccco1)Cc1cc2ccc(C)c(C)c2[nH]c1=O	7.2%	2.2%
60	CCOC(=O)NCc1ccc(S(=O)(=O)Nc2c(C)cccc2C)cc1	nt	0.7%

Filtered by structure, those above with a thiophene ring, fused or not (2)
entry	SMILES	MKP-3 inhibition	Hsp70 displacement
13	COc1ccccc1S(=O)(=O)Cc1ccc(C(=O)NCc2cccs2)o1	-11.5%	5.0%
34	O=C1COc2ccc(C(=O)CSc3nnc(-c4cccs4)n3Cc3ccccc3)cc2N1	-1.4%	0.0%

Other results.
entry	SMILES	MKP-3 inhibition	Hsp70 displacement
61	Cc1ccc(-c2nc(N/N=C/c3ccncc3)c3ccccc3n2)cc1	13.8%	1.9%&1.6%
62	O=C(c1ccc(CS(=O)(=O)c2cccc(C(F)(F)F)c2)o1)N1CCN(c2ccccn2)CC1	5.2%	-2.2%
63	CCn1c(CNc2ccc(F)cc2)nnc1SCC(=O)Nc1ccccc1OC	nt	4.7%
64	O=c1cc(-c2ccccc2)c2ccc(OCc3ccccc3F)cc2o1	1.5%	-6.9%
65	Cn1cc(Br)cc2nc(C(F)(F)F)nc1-2	2.6%	-3.8%
66	COC(=O)c1cc(OC)cc([N+](=O)[O-])c1	-1.9%	3.1%
67	Cc1cccc(OCC(=O)Nc2ccc(OCc3ccccc3)cc2)c1C	4.4%	2.1%
68	Cn1c(SCC(=O)Nc2ccccc2F)nnc1-c1ccc(S(=O)(=O)N2CCOCC2)cc1	-6.3%	-2.3%
69	CC(C)(C)C1CCc2c(sc(NC(=O)c3cc(C4CC4)on3)c2C#N)C1 (stereo not given)	4.2%	-4.4%
70	Clc1ccc(-c2nn3c(Cn4cnc5ccccc54)nnc3s2)c(Cl)c1	-7.4%	nt
71	CCc1cc(C(=O)N/N=C/c2ccc(OC)c(O)c2)c2ccccc2n1	0.0%	1.4%
72	CCCOC(=O)c1c(NC(=O)c2ccccc2OC)sc2c1CCC(C)C2 (stereo not given)	6.0%	-2.9%
73	Cc1ccc(OCC(=O)Nc2cc(C)cc(C)c2)cc1	-3.8%	2.3%
74	COc1ccccc1C(=O)Nc1nc(-c2ccc(Br)cc2)cs1	2.9%	-2.1%
75	COc1cc(C#CC#CCN2CCCCC2)ccc1O	5.0%	-6.9%
76	CCS(=O)(=O)N1CCC(C(=O)NCCCN2CCCCCC2)CC1	0.9%	-10.8%
77	Cn1c(CC(=O)Nc2ccccc2)nnc1SCCOc1ccccc1	-11.6%	6.9%
78	CCOC(=O)C1CCCN(Cc2ccccc2OCC)C1 (stereo not given)	-1.3%	7.6%
79	CC(=O)Nc1ccc(OC(=O)CC2SC(=O)NC2=O)cc1 (stereo not given)	-1.0%	-2.4%
80	CN(C)c1ccc(C2/C(=C(\O)c3ccc([N+](=O)[O-])cc3)C(=O)C(=O)N2CCCCCC(=O)O)cc1 (stereo not given)	-1.5%	-1.2%
81	COc1ccc(C2=C/C(=C/c3ccc(OC)cc3OC)C(=O)O2)cc1	4.0%	-8.9%
82	CON(C)c1nc(OCCNC(=O)COc2ccc(Cl)cc2Cl)nc(N(C)C)n1	-0.1%	1.8%
83	COc1cccc2cc(-c3nc(-c4ccccc4)cs3)c(=O)oc12	2.1%	-8.1%
84	Cc1occc1C(=O)Nc1ccccc1Cl	4.4%	-1.8%
85	Cc1cc(NC(=O)CCC(=O)N(CC2CCCO2)C(C(=O)NC2CCCC2)c2ccccc2C)no1 (stereo not given)	-4.0%	5.3%
86	COc1ccc(/C=C/C(C)=C/C=C/C(C)=O)cc1	0.9%	-1.1%
87	CCOC(=O)C(CC)Sc1nnc(COc2ccc(C)cc2)n1-c1ccccc1 (stereo not given)	nt	-1.2%
88	COc1cccc(C(C(=O)NC(C)(C)C)N(C(=O)CCC(=O)Nc2cc(C)on2)C(C)(C)C)c1OC (stereo not given)	nt	-3.2%
89	CCCCCC(O)(CCCCC)C(=O)NNc1ccccc1	nt	-1.0%
90	CC(C)CC(=O)NC(NC(=S)Nc1cccc(Cl)c1)C(Cl)(Cl)Cl (stereo not given)	-3.5%	-0.9%

entry	SMILES	MKP-3 inhibition	Hsp70 displacement
91	Cc1cc(C)nc(N2CCC(C(=O)NC3CCCCCC3)CC2)n1	-3.0%	3.5%
92	CSc1ccc(S(=O)(=O)N2CCCC2)cc1	-3.1%	-4.5%
93	C=CCn1c(SCC(=O)Nc2cccc(OC)c2)nnc1-c1cccnc1	-1.6%	-0.7%
94	CCOC(=O)C1=C(CSc2nc3c(cc2C#N)CN(C)CC3)OC(N)=C(C#N)C1c1ccccc1 (stereo not given)	4.9%	7.8%
95	CCCOc1ccc(/C=N/N(C)c2cc(C)nc(-c3ccccc3O)n2)c(O)c1	-0.9%	4.5%
96	CCc1ccc(OCC(=O)Nc2cc(Cl)cc(Cl)c2)cc1	-5.3%	-3.6%
97	Cn1nc(C(=O)Nc2c(-c3ccccc3)nc3sccn23)c2ccccc2c1=O	nt	6.2%
98	O=C(CCn1c(=S)[nH]c2cc3c(cc2c1=O)OCO3)N1CCN(c2ccccn2)CC1	-5.2%	-4.5%
99	O=C(CSc1ncn[nH]1)c1ccccc1	-1.0%	3.4%
100	Cc1cc(=O)oc2cc(OCC(=O)OCc3nnc(-c4ccccc4)o3)ccc12	1.4%	0.2%
101	Cn1c(=O)n(CCC(=O)O)c2ccccc21	-7.3%	4.8%
102	COCCn1nnnc1C(C(C)C)N1CCN(C(=O)c2ccco2)CC1 (stereo not given)	-7.8%	1.1%
103	COc1ccc2cnn(CCOc3ccccc3)c(=O)c2c1OC	7.7%	1.1%
104	O=C(Nc1cccc(Cl)c1Cl)C1CN(S(=O)(=O)c2ccccc2)CCN1S(=O)(=O)c1ccccc1 (stereo not given)	3.0%	4.6%
105	NC(=O)C1(N2CCCCC2)CCN(C(=O)CCCn2c(=O)[nH]c3ccsc3c2=O)CC1	-10.3%	3.1%
106	COc1ccc2c(C(=O)CN(C)C3CCCCC3)c[nH]c2c1	2.9%	-17.7%
107	Cc1nc(CC(=O)c2ccc(O)cc2O)cs1	nt	-5.2%
108	Cc1ccc2nc(NCc3ccccc3)[nH]c2c1	-6.9%	-0.5%
109	N#CC1=C(N)NC(SCC(=O)Nc2ccccc2)=C(C#N)C12CCCC2	-4.6%	nt
